Screens as filed in PubChem.
JMJD2A Tudor = inhibitors of human JMJD2A Tudor domain. actives 4.4% (n = 390,000). Potency, µM (top dose mostly 114 µM), for the others: at the highest dose activity change, negative = inhibition, actives largely listed as inhibitors. AlphaScreen JMJD2A-Tudor / H3K4me3 peptide binding; further: on the % scale 0 is the no-effect control and ±100 the full control effect; nearly all actives have a fitted effect of over 50% in size
Pol beta inh = inhibitors of human DNA polymerase beta | Potency, µM (titrated, usually from 114 µM), for the others: top-dose activity change, negative = inhibition, usual class: inhibitors | AID 485314 | P06746 | Pol beta primer extension/strand displacement, fluorescence kinetic | actives 1.3% (n = 340,000); further: on the % scale 0 is the no-effect control and ±100 the full control effect
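Human Pol beta at 10 nM; strand-displacement substrate 50 nM final. Compound exposure 15 min at room temperature before start, reaction 10 min at room temperature.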
Pol eta inh = blocks human DNA polymerase eta activity; Potency, µM (top dose mostly 114 µM), for inactives: top-dose activity change, negative = inhibition, most hits filed as inhibitors; AID 588591; actives 1.2% (n = 390,000); recombinant Pol eta, fluorescent DNA replication assay; further: on the % scale 0 is the no-effect control and ±100 the full control effect
Target sequence (Q9Y253 whole entry, looked up): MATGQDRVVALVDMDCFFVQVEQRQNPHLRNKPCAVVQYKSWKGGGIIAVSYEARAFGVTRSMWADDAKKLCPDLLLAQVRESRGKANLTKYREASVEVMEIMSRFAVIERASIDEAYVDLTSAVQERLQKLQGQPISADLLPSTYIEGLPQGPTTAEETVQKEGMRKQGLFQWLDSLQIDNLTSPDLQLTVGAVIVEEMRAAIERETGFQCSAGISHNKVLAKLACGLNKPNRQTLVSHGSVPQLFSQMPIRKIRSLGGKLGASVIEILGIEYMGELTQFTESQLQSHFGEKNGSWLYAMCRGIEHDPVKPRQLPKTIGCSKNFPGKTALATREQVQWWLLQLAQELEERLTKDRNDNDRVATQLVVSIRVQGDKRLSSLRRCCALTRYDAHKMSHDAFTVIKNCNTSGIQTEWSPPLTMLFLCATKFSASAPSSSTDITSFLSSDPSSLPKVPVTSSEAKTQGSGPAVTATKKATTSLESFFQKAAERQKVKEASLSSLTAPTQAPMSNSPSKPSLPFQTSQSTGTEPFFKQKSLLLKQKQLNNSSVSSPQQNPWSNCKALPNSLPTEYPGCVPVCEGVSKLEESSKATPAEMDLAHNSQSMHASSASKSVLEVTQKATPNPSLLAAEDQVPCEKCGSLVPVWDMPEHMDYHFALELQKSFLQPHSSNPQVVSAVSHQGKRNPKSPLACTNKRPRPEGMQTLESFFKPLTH
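Pol eta at 10 nM preincubated with compounds 15 min at room temperature; reaction started with fluorescent substrate (50 nM final) and read kinetically at 0 and 10 min.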
G9a block = inhibitors of human histone lysine methyltransferase G9a; Q96KQ7; G9a H3K9 monomethylation, AlphaScreen, 2 h; Potency, µM (series often up to 102 µM), for the others: at the top dose activity, negative = inhibition, most hits filed as inhibitors; actives 8.8% (n = 350,000); further: on the % scale 0 is the no-effect control and ±100 the full control effect; nearly all actives have a fitted effect of over 75% in size
Target sequence (Q96KQ7 913-1193 limits assumed): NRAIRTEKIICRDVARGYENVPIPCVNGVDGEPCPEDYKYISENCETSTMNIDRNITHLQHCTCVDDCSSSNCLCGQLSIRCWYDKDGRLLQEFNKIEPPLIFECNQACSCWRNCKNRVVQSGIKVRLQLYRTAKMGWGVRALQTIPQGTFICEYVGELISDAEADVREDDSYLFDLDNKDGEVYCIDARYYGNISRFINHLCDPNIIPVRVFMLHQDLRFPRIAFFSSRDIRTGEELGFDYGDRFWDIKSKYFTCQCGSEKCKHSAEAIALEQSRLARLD
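Signal arises when biotinylated H3K9 peptide, once monomethylated, bridges streptavidin donor and antibody-captured acceptor beads. Enzyme at 20 nM was preincubated 15 min with test compounds; peptide 500 nM and SAM 20 uM then reacted for 2 h.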
BAZ2B inh = BAZ2B (human) inhibition; AlphaScreen BAZ2B-H3K14Ac peptide displacement; Potency, µM (series often up to 114 µM), for inactives: at the highest dose activity change, negative = inhibition, most hits filed as inhibitors; AID 504333; Q9UIF8; actives 4.4% (n = 360,000); further: on the % scale 0 is the no-effect control and ±100 the full control effect; nearly all actives have a fitted effect of over 60% in size
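Multi-concentration screen (max 110 uM) measuring displacement of acetylated histone H3 peptide from BAZ2B by AlphaScreen, using 50 nM protein, 50 nM peptide and 10 ug/mL streptavidin donor plus Ni-chelate acceptor beads.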
Pol iota inh = DNA polymerase iota (human) inhibition; Q9UNA4; Pol iota fluorescent replication assay, 10 min; Potency, µM (doses to about 115 µM), inactives show at the top dose activity, negative = inhibition, actives largely listed as inhibitors; actives 1% (n = 390,000); AID 588590
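Pol iota at 10 nM preincubated 15 min with compounds at room temperature; reaction started with fluorescent substrate, 50 nM final. Fluorescence read kinetically at 0 and 10 min; buffer-only wells as negative control.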
APEX1 inh = inhibitors of human APE1 endonuclease; P27695; recombinant APE1, TAMRA/BHQ-2 abasic DNA cleavage fluorescence; Potency, µM (titrated, usually from 65.8 µM), without a hit: top-dose activity change, negative = inhibition, usual class: inhibitors; actives 0.35% (n = 350,000);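 further: plate controls were vehicle for no effect and reference inhibitor for full effect; nearly all actives have a fitted effect of over 55% in size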
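Compound pre-exposure to 0.75 nM APE1, 15 min at ambient temperature. Reaction initiated with 50 nM TAMRA/BHQ-2 THF substrate, read immediately in kinetic mode, 525 nm excitation, 598 nm emission.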
Pol kappa inh = inhibitors of human DNA polymerase kappa; purified Pol kappa, fluorescent DNA synthesis assay, 10 min; Q9UBT6; Potency, µM (titrated, usually from 107 µM), inactives show at the top dose activity, negative = inhibition, hits mostly inhibitors; AID 588579; actives 0.53% (n = 400,000); further: on the % scale 0 is the no-effect control and ±100 the full control effect
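10 nM Pol kappa was preincubated with compounds for 15 min at room temperature. Reaction started with 50 nM (final) substrate. Fluorescence read kinetically at 0 and 10 min.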
BLM inh = blocks DNA unwinding by human BLM helicase | P54132 | recombinant BLM DNA unwinding, fluorescence dequenching | Potency, µM (highest dose often 56.1 µM), for the others: at the top dose activity change, negative = inhibition, usual class: inhibitors | actives 0.2% (n = 350,000) | AID 2528;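 further: plate controls were vehicle for no effect and no enzyme for full effect; nearly all actives have a fitted effect of over 35% in size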
The depositor's hits bear a star; [ ] = remark or other dose. The call rests on the fitted dose curve; in most records, active means well fitted curve in the direction sought with a large enough effect; inconclusive means small, poorly fitted or top-dose-only effect, or another doubt; inactive means no such curve, though single readings can be large; an effect the other way counts as inactive or inconclusive. Potency means the concentration at half of the fitted maximal effect.

What do the screens show for `C#CCNC(=O)C(C)c1ncc(C(F)(F)F)cc1Cl` (stereo not given)?
JMJD2A Tudor: -26%[11.4 µM]; Pol beta inh: -3%; Pol eta inh: 8%; G9a block: 52%; BAZ2B inh: 2%; Pol iota inh: 42%[activator]; APEX1 inh: -5%; Pol kappa inh: -11%; BLM inh: 0%

What do the screens show for `CCC12CN3CC(CC)(CN(C1)C3c1ccc(OCc3ccccc3)cc1)C2=O` (stereo not given)?
JMJD2A Tudor: -3%; Pol beta inh: 9%; Pol eta inh: -24%; G9a block: 4%[59 µM]; BAZ2B inh: -4%; Pol iota inh: 33%[activator]; Pol kappa inh: -14%; BLM inh: 1%

Results for Cc1c(N2C(=O)c3cccc4cccc(c34)C2=O)cnn1C ?
JMJD2A Tudor: -13%; Pol beta inh: 3%; Pol eta inh: 0%; G9a block: -49%; BAZ2B inh: -3%; Pol iota inh: 179%[activator]; APEX1 inh: 0%; Pol kappa inh: 2%; BLM inh: -9%

What do the screens show for `O=C(O)c1c(C(=O)O)c(-c2ccc(F)cc2)n2c1CCC2`?
JMJD2A Tudor: -28%; Pol beta inh: 10%; Pol eta inh: -11%; G9a block: 18%[2.33 µM]; BAZ2B inh: -8%; Pol iota inh: 22%; APEX1 inh: 2%; Pol kappa inh: -11%; BLM inh: -2%

How did CN(C)/C=N/c1c(C#N)cnn1-c1ccccc1 do in these assays?
JMJD2A Tudor: -22%; Pol beta inh: -28%; Pol eta inh: 6%; G9a block: 24%; BAZ2B inh: 1%; Pol iota inh: 9%; APEX1 inh: 1%; Pol kappa inh: -6%; BLM inh: 2%

How did Cn1ncc(Br)c1C(=O)N1CCCC1 do in these assays?
JMJD2A Tudor: -1%; Pol beta inh: 16%; Pol eta inh: 0%; BAZ2B inh: 5%; Pol iota inh: 148%[activator]; APEX1 inh: 6%; Pol kappa inh: -2%; BLM inh: 0%

Results for CCC1(C)CC(=O)c2c(ccc3oc(C(=O)NCc4ccccc4)c(C)c23)O1 (stereo not given) ?
JMJD2A Tudor: -7%; Pol beta inh: 1%; Pol eta inh: -20%; G9a block: 4%[59 µM]; BAZ2B inh: -20%; Pol iota inh: 27%; Pol kappa inh: -4%; BLM inh: -11%

How did Cc1cc2nc(-c3cccc(NC(=O)c4ccc(Br)o4)c3C)oc2cc1C do in these assays?
JMJD2A Tudor: -14%; Pol beta inh: -24%; Pol eta inh: -9%; G9a block: 1%[59 µM]; BAZ2B inh: -7%; Pol iota inh: 24%; APEX1 inh: 4%; Pol kappa inh: -6%; BLM inh: -1%

How did O=[N+]([O-])c1cccc(CSC2=NCCN2S(=O)(=O)c2ccccc2)c1 do in these assays?
JMJD2A Tudor: -28%; Pol beta inh: 3%; Pol eta inh: -24%; BAZ2B inh: inconclusive; Pol iota inh: 23%; APEX1 inh: 7%; Pol kappa inh: -4%; BLM inh: -4%

Results for CCN(CC)c1ccc(CNCCCSc2nnnn2C)cc1 ?
JMJD2A Tudor: inconclusive; Pol beta inh: -2%; Pol eta inh: -23%; G9a block: -40%[59 µM]; BAZ2B inh: inconclusive; Pol iota inh: 13%; Pol kappa inh: -9%; BLM inh: 2%

What do the screens show for `O=C(CCC(=O)Nc1ccccc1Cl)NNC(=O)COc1ccc([N+](=O)[O-])cc1`?
JMJD2A Tudor: -5%; Pol eta inh: -1%; G9a block: 14%[12.7 µM]; BAZ2B inh: 6%; Pol iota inh: -11%; APEX1 inh: -6%; Pol kappa inh: -8%

How did COc1cc2c(cc1O)C(SC)=NC(C)(C)C2 do in these assays?
JMJD2A Tudor: -15%; Pol beta inh: -2%; Pol eta inh: -6%; G9a block: 12%[59 µM]; BAZ2B inh: -2%; Pol iota inh: 13%; APEX1 inh: 3%; Pol kappa inh: -18%; BLM inh: 1%

Results for O=C(CSc1ccc(-c2ccc(Br)cc2)nn1)N1CCOCC1 ?
JMJD2A Tudor: 1%; Pol beta inh: 16%; Pol eta inh: 3%; G9a block: -40%; Pol iota inh: 3%; APEX1 inh: -2%; Pol kappa inh: -21%; BLM inh: -8%

Results for Cc1cccc(N2CCN(C(=O)c3ccc(NC(=O)CC4SC(N5CCCC5)=NC4=O)cc3)CC2)c1C (stereo not given) ?
JMJD2A Tudor: -26%; Pol eta inh: -18%; Pol iota inh: -6%; APEX1 inh: 18%; Pol kappa inh: 9%

What do the screens show for `CSc1ncccc1C(=O)NC1CCN(Cc2ccccc2)CC1`?
JMJD2A Tudor: -7%; Pol beta inh: -8%; Pol eta inh: -18%; G9a block: 53%; BAZ2B inh: -33%; Pol iota inh: 28%; APEX1 inh: 55%[activator]; Pol kappa inh: 0%; BLM inh: -1%

Results for COc1ccc(CCN2C(=O)CN(C3CCCCCC3)C(=O)C2c2ccc(Cl)cc2)cc1OC (stereo not given) ?
JMJD2A Tudor: -24%; Pol beta inh: 3%; Pol eta inh: -19%; G9a block: -7%[59 µM]; BAZ2B inh: -14%; Pol iota inh: 16%; Pol kappa inh: -3%[60.1 µM]; BLM inh: -4%

What do the screens show for `COC(=O)[C@@H](Cc1ccccc1)NC(=O)CC[C@H]1O[C@@H](n2cc(C)c(=O)[nH]c2=O)C[C@@H]1O`?
JMJD2A Tudor: -5%; Pol eta inh: -16%; Pol iota inh: -8%; Pol kappa inh: 7%

What do the screens show for `CC1(c2ccc(OC(F)F)cc2)NC(=O)N(CC(=O)Nc2ccc(OC(F)F)cc2)C1=O` (stereo not given)?
JMJD2A Tudor: -5%; Pol beta inh: 13%; Pol eta inh: -20%; G9a block: 11%; BAZ2B inh: -11%; Pol iota inh: 47%[activator]; APEX1 inh: 10%; Pol kappa inh: 0%; BLM inh: -12%

Results for CN(C)S(=O)(=O)c1cccc(C(=O)NCC2CCCCC2)c1 ?
JMJD2A Tudor: -10%; Pol beta inh: 12%; Pol eta inh: -17%; G9a block: 20%; BAZ2B inh: 12%; Pol iota inh: 42%[activator]; APEX1 inh: 3%; Pol kappa inh: 4%; BLM inh: 2%

Results for CN(C)S(=O)(=O)c1ccc(C(=O)NCc2ccco2)cc1 ?
JMJD2A Tudor: -1%; Pol beta inh: 1%; Pol eta inh: -12%; G9a block: -11%; BAZ2B inh: -11%; Pol iota inh: 56%[activator]; APEX1 inh: -1%; Pol kappa inh: -9%; BLM inh: -1%

Next section (2 carried over from the part before).
Results for CN(C)S(=O)(=O)c1cccc(C(=O)NCC2CCCCC2)c1 ?
JMJD2A Tudor: -10%; Pol beta inh: 12%; Pol eta inh: -17%; G9a block: 20%; BAZ2B inh: 12%; Pol iota inh: 42%[activator]; APEX1 inh: 3%; Pol kappa inh: 4%; BLM inh: 2%

Results for CN(C)S(=O)(=O)c1ccc(C(=O)NCc2ccco2)cc1 ?
JMJD2A Tudor: -1%; Pol beta inh: 1%; Pol eta inh: -12%; G9a block: -11%; BAZ2B inh: -11%; Pol iota inh: 56%[activator]; APEX1 inh: -1%; Pol kappa inh: -9%; BLM inh: -1%

Results for Cn1c(=O)c2sccc2n2c(CCC(=O)N3CCN(c4ccc(F)cc4)CC3)nnc12 ?
JMJD2A Tudor: 4%; Pol beta inh: -21%; G9a block: -16%[59 µM]; BAZ2B inh: -1%; Pol iota inh: -25%; Pol kappa inh: -11%; BLM inh: 1%

Results for CC1(C)NC(=O)N(CC(=O)N2CCN(S(=O)(=O)c3ccccc3C(F)(F)F)CC2)C1=O ?
JMJD2A Tudor: -7%; Pol eta inh: -5%; G9a block: -6%[12.7 µM]; BAZ2B inh: 2%; Pol iota inh: 11%; APEX1 inh: 1%; Pol kappa inh: -7%

What do the screens show for `Cc1nc2ccc(NC(=O)Cc3ccc(Br)cc3)cc2s1`?
JMJD2A Tudor: -7%; Pol beta inh: -1%; Pol eta inh: -16%; G9a block: 3%[12.7 µM]; BAZ2B inh: -4%; Pol iota inh: inconclusive; APEX1 inh: -5%; Pol kappa inh: -10%; BLM inh: -3%

Results for Cc1c(CCC(=O)NCCc2ccc(Cl)cc2)c(=O)oc2c(C)c(O)ccc12 ?
JMJD2A Tudor: -1%; Pol beta inh: -20%; Pol eta inh: -24%; G9a block: 9%[59 µM]; BAZ2B inh: 2%; Pol iota inh: 36%[activator]; Pol kappa inh: 5%; BLM inh: 2%

What do the screens show for `Cc1cc(C(=O)N(C)C)sc1-c1ccccc1`?
JMJD2A Tudor: 19%; Pol beta inh: -28%; Pol eta inh: -17%; G9a block: 11%[59 µM]; BAZ2B inh: 4%; Pol iota inh: -5%; APEX1 inh: 4%; Pol kappa inh: -3%; BLM inh: 1%

Results for CN(CC1CCN(CCc2cccc(C(F)(F)F)c2)CC1)C(=O)c1ccc(F)cc1F ?
JMJD2A Tudor: 1%; Pol beta inh: 23%; Pol eta inh: -13%; G9a block: 35%; BAZ2B inh: 1%; Pol iota inh: -5%; APEX1 inh: -3%; Pol kappa inh: -8%; BLM inh: 1%

Results for CCCCCn1c(=O)c(F)cn(Cc2ccc(OC)c([N+](=O)[O-])c2)c1=O ?
JMJD2A Tudor: -22%; Pol beta inh: 9%; Pol eta inh: -23%; G9a block: -3%; BAZ2B inh: -9%; Pol iota inh: 18%; APEX1 inh: -7%; Pol kappa inh: -7%; BLM inh: -4%

What do the screens show for `OCC[C@H]1C[C@H](O)[C@@H](O)[C@@]2(Cc3ccccc3CCO2)O1`?
JMJD2A Tudor: -15%; Pol eta inh: -9%; G9a block: -8%[2.33 µM]; BAZ2B inh: 14%; Pol iota inh: -15%; APEX1 inh: 12%; Pol kappa inh: -2%

How did O=C(NNS(=O)(=O)c1ccc(F)cc1)c1cccc(O)c1 do in these assays?
JMJD2A Tudor: 25µM*; Pol beta inh: -23%; Pol eta inh: -16%; BAZ2B inh: 8%; Pol iota inh: 128%[activator]; APEX1 inh: -1%; Pol kappa inh: -1%; BLM inh: 0%

What do the screens show for `Cc1nn(-c2ccccc2)c(OC(=O)c2cccc(Br)c2)c1S(=O)(=O)c1ccccc1`?
JMJD2A Tudor: -30%; Pol beta inh: 9%; Pol eta inh: -10%; G9a block: -10%[59 µM]; BAZ2B inh: inconclusive; Pol iota inh: -2%; Pol kappa inh: 14%; BLM inh: 2%

Results for CC1CCN(C(=O)c2nc[nH]c2C(=O)O[C@H](C)c2ccccc2)CC1 ?
JMJD2A Tudor: -14%; Pol eta inh: -12%; G9a block: 0%[0.501 µM]; BAZ2B inh: 0%; Pol iota inh: 16%; APEX1 inh: 6%; Pol kappa inh: -6%

Only part of the results is shown; count on the stated rates, not on these rows.
